Screens from PubChem BioAssay.
TAAR1 ag – human TAAR1 agonism | CHO RD-HGA16 TAAR1, Fluo-8 calcium fluorescence; vehicle wells 0%, saturating PEA agonist 100% | activation, % at 3 µM | 360,000 compounds, 0.99% hits | AID 624467;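 active = activation above the mean activation of all test compounds in the run plus 3 SD, cut at about 38% in these data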
Target sequence (Q96RJ0 whole entry, looked up): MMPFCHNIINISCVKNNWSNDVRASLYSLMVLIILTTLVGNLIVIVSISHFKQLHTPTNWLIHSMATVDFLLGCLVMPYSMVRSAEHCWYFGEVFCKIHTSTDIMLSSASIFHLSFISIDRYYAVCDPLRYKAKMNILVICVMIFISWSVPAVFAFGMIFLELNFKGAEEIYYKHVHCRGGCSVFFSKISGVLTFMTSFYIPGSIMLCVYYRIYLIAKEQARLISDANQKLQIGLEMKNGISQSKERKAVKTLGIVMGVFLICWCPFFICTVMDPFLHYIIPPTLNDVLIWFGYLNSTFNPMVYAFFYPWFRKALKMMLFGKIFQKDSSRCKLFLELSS
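System: CHO-derived RD-HGA16 cells with stable Gα16 and human TAAR1. Times: 17-24 h plating, Fluo-8 75 min 37 °C, 30 min RT. Measured by: calcium-sensitive Fluo-8 signal, excitation 470-495, emission 515-575 nm. Read-out basis: % activation relative to PEA EC100 response. Control set: DMSO and PEA EC100. Repeats: no replicates (n 1).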
CHRM1 antagonist – antagonists of human M1 muscarinic receptor; P11229; CHO-K1 hM1, Fluo-8 calcium fluorescence, ACh EC80 antagonist; inhibition, % at 3 µM; 360,000 compounds, 1.3% hits; AID 588852;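 active = percent inhibition above its own plate's cutoff, namely the mean of that plate's compound wells plus 3 SD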;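 note: peak over basal fluorescence ratio during 140 s after agonist addition; 0% = ACh EC80 plus DMSO and 100% = DMSO alone without agonist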
Target sequence (P11229 whole entry, looked up): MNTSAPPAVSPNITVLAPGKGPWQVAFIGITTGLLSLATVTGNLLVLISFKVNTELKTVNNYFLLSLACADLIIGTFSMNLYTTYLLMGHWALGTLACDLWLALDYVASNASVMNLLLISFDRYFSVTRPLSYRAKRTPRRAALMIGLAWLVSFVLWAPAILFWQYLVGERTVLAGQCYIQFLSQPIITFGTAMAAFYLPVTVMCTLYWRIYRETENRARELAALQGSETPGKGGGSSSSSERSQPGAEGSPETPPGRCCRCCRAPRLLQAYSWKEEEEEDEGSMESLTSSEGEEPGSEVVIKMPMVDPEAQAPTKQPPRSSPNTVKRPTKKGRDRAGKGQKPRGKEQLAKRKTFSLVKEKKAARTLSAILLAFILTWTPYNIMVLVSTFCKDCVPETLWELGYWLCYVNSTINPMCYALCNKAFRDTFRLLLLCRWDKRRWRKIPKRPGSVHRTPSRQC
TAAR1 antagonist – human TAAR1 antagonism. Q96RJ0. CHO RD-HGA16 TAAR1, Fluo-8 calcium fluorescence, antagonist. inhibition, % at 3 µM. 360,000 compounds, 1.5% hits;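 active = inhibition above a per-plate cutoff, the mean inhibition of test compounds on that plate plus 3 SD, cut at about 49% in these data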;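 note: 0% = DMSO plus EC80 beta-PEA response and 100% = DMSO alone without agonist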
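Test system: hTAAR1-expressing CHO RD-HGA16 cells, Gα16-coupled; Probe or stimulus: EC80 β-phenethylamine stimulus; Compound dosing: single nominal final test compound concentration of 3 µM; Timing: 140 s kinetic read after compound, 140 s after agonist; Signal: Fluo-8 calcium-sensitive fluorescence; Measure: % inhibition of agonist calcium response; Controls: DMSO and EC80 PEA controls.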
M1 PAM parental – M1 PAM counterscreen hit in parental CHO-K1 cells | activation, % at 3 µM | 360,000 compounds, 0.02% hits | ATP EC20, Fluo-8 calcium fluorescence; 0% at ATP EC20, 100% at ATP max | AID 602247;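 active = activation above the run cutoff, the mean activation of all test compounds plus 3 SD, cut at about 40% in these data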;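 note: peak over basal fluorescence ratio in a 140 s read after ATP addition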
M1 ag – human M1 muscarinic receptor agonism; activation, % at 3 µM; P11229; 360,000 compounds, 0.33% hits; CHO-K1 hM1, Fluo-8 calcium fluorescence, agonist mode; 0% DMSO, 100% acetylcholine EC100; AID 588814;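 active = activation above the run's mean compound activation plus 3 SD, cut at about 16% in these data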;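 note: peak over basal fluorescence ratio within a 140 s kinetic read after compound addition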
CHO-K1 Ca antag – nonselective inhibitor or artifact in parental CHO-K1 cells | ATP-induced calcium, Fluo-8 fluorescence | inhibition, % at 3 µM | 360,000 compounds, 0.6% hits;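 active = inhibition above a per-plate cutoff, the plate's mean sample inhibition plus 3 SD, cut at about 24% in these data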;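 note: 0% = DMSO plus EC80 ATP and 100% = DMSO alone without ATP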
M1 ag parental – counter-screen for M1 agonists: effect in parental CHO-K1 cells. Fluo-8 calcium fluorescence; scaled to maximal ATP response, vehicle zero. activation, % at 3 µM. 360,000 compounds, 0.48% hits. AID 602248; in the data active = activation above about 15%;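 note: untransfected CHO-K1 host cells lacking M1 receptor as counterscreen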
CHO parental Ca – counter-screen: ATP calcium response change in parental CHO cells; AID 463079; 330,000 compounds, 0.63% hits; inhibition, % at 5.6 µM; parental CHO-K1, ATP-induced calcium, Fluo-8 fluorescence;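 active = inhibition above that plate's mean sample inhibition plus 3 SD, cut at about 26% in these data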;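 note: 0% = ATP-challenged DMSO wells and 100% = DMSO wells without ATP; some compounds past the cut are filed as inactive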
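Material: parental CHO cells / Compound: single nominal dose of 5.6 µM per compound / Signal: Fluo-8 fluorescence / Replicates: singlicate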
CHRM1 PAM – potentiates human M1 receptor response to acetylcholine; CHO-K1 hM1, Fluo-8 calcium fluorescence, ACh EC20; 0% = ACh EC20, 100% = maximal ACh; activation, % at 3 µM; P11229; 360,000 compounds, 0.088% hits; in the data active = activation above about 19%, passing the limit was not always enough
Starred values were filed as active, the others as inactive; · = not tested or not shown.

SMILES	TAAR1 ag	CHRM1 antagonist	TAAR1 antagonist	M1 PAM parental	M1 ag	CHO-K1 Ca antag	M1 ag parental	CHO parental Ca	CHRM1 PAM
O=C(COC(=O)c1ccccc1O)Nc1ccc2ccccc2c1	-0.6	7.6	15.0	-12.4	-1.7	11.1	0.1	17.6	-5.0
COc1ccc(CNC(=O)C2(C)Cc3ccccc3C(=O)O2)cc1 (stereo not drawn)	0.9	-4.8	3.6	24.0	-8.0	-0.2	1.2	0.6	11.3
COc1ccc(NC(=O)CSc2ccc3c4c(cccc24)C(=O)c2ccccc2-3)cc1	19.5	3.0	37.1	14.2	3.3	2.8	3.7	4.3	6.1
COc1ccccc1N1CCN(S(=O)(=O)c2ccc3c(c2)NC(=O)CS3)CC1	-1.1	-14.6	16.5	0.2	-1.8	-18.8	4.2	-14.3	3.0
CC(C)C[C@H]1CN([C@@H](CC(C)C)CN2CCC[C@@H]2CN2C(=O)C(=O)NC[C@@H]2Cc2ccccc2)C(=O)C(=O)N1CC1CCCCC1	-1.1	-20.9	-18.4	16.7	-8.1	-14.9	0.9	·	17.5
Cc1ccc(S(=O)(=O)NCC(=O)OCC(=O)c2cc(C)n(-c3ccccc3)c2C)cc1	-2.8	-4.8	-2.9	7.1	-9.2	-3.9	0.3	-11.0	-0.3
CC(Sc1nc2ccccc2n1C)C(=O)NC(c1ccccc1)c1ccccc1 (stereo not drawn)	16.8	-9.6	8.9	11.9	0.8	-5.6	0.3	-24.7	6.2
COC(=O)Nc1nn(-c2ccc(Cl)cc2)c(=O)c(C#N)c1C	4.0	3.4	-10.3	-0.5	1.2	-4.3	0.0	2.8	8.2
CCC(C)n1c(SCc2ccccc2)nc2ccsc2c1=O (stereo not drawn)	9.5	4.7	18.4	8.4	-4.6	3.9	0.2	-39.9	-1.0
CCOC(=O)C=C(C(=O)OCC)C(=O)OCC	7.5	-8.8	-15.2	20.7	-3.8	-19.6	0.5	·	8.3
Cc1cc(C(C)(C)C)oc1C(=O)Nc1ccc(CC(=O)O)cc1	1.9	15.3	-8.1	-8.3	1.7	16.4	0.1	-14.3	-2.6
COc1ccc(OCC(=O)Nc2cc(OC)cc(OC)c2)cc1	-2.6	2.2	12.5	-9.5	-4.3	-6.7	0.1	0.3	-5.1
O=C(CCNC(=O)c1ccccc1)Nc1ccc(S(=O)(=O)Nc2ncccn2)cc1	0.2	-6.8	2.1	10.7	-1.7	-15.2	0.2	-11.2	3.3
CCOC(=O)C1CCCN(C(=O)C(C)Oc2ccc(Cl)cc2Cl)C1 (stereo not drawn)	·	-2.2	·	0.3	21.2*	-5.2	0.6	-12.1	-7.0
COc1cc2cc(C(=O)N3CCOCC3)cc(-c3ccc(C)cc3)c2cc1OC	3.6	-14.8	19.4	3.6	0.2	-3.5	0.9	-16.6	6.9
COc1cc(/C=N/n2nnnc2N)cc(Cl)c1OC	0.8	3.7	7.6	7.3	-4.3	-10.8	1.3	-1.8	1.9
CCN1C(=O)CC(N2CCC(c3nc4ccccc4[nH]3)CC2)C1=O (stereo not drawn)	2.4	-0.6	-14.5	12.9	-2.9	-5.4	0.6	0.8	7.6
CCOC(=O)N1CCN(CCC(=O)Nc2ccccc2OC)CC1	19.7	-15.2	2.5	17.4	9.6	-15.5	-0.3	-7.6	0.1
COc1ccc(NC2CCCN(C(=O)CCN3Cc4ccccc4C3=O)C2)cc1 (stereo not drawn)	0.5	-4.6	-29.3	-8.9	-4.2	1.9	1.0	-19.1	6.2
CN(Cc1cnn(-c2ccccc2)c1)C(=O)C1CCC(=O)N(C2CC2)C1 (stereo not drawn)	2.8	2.4	-5.3	-13.4	-2.2	4.1	0.7	-12.1	-2.7
Cc1ccc(C)c2c1sc(=NC(=O)CN1C(=O)CCC1=O)n2C	-0.5	-7.8	-14.2	21.6	-8.3	-7.2	0.9	-15.4	0.7
COc1ccc(C(=O)NC(NC(=S)Nc2ccc(S(N)(=O)=O)cc2)C(Cl)(Cl)Cl)cc1 (stereo not drawn)	9.7	-5.9	-4.1	17.8	-0.7	-8.3	0.1	-9.3	13.4
Cc1ccc(N=Cc2cc(Cl)cc(Cl)c2O)nc1	2.2	-7.8	1.9	2.0	-4.2	-2.1	-0.2	-4.0	10.0
CCc1nc2c(OCc3ccc(OC(F)F)cc3)cccn2c1N(C)C(=O)c1ccco1	-1.1	-12.6	3.3	17.2	-7.1	-13.3	1.7	·	-1.0
COc1cccc(C(NC(C)=O)c2nc(-c3cccs3)cs2)c1 (stereo not drawn)	1.3	-4.8	-19.8	-9.2	-3.2	6.0	0.5	·	4.6
CCOC(=O)C(Sc1ncc(C#N)c(N)n1)C(C)C (stereo not drawn)	-0.5	-4.0	16.7	5.6	1.8	0.1	-0.2	-2.3	15.0
CS(=O)(=O)Nc1cccc(C2=NN(S(C)(=O)=O)C(c3ccccc3)C2)c1 (stereo not drawn)	3.1	2.7	-7.6	-2.7	-5.0	3.9	0.6	-10.2	10.7
O=C1CC(c2ccccc2)Sc2ccccc2N1 (stereo not drawn)	4.7	-4.2	-21.1	-3.0	-2.0	6.3	-0.1	-6.2	10.9

Structures above with an aryl methoxy group, in the order listed:
SMILES	TAAR1 ag	CHRM1 antagonist	TAAR1 antagonist	M1 PAM parental	M1 ag	CHO-K1 Ca antag	M1 ag parental	CHO parental Ca	CHRM1 PAM
COc1ccc(CNC(=O)C2(C)Cc3ccccc3C(=O)O2)cc1 (stereo not drawn)	0.9	-4.8	3.6	24.0	-8.0	-0.2	1.2	0.6	11.3
COc1ccc(NC(=O)CSc2ccc3c4c(cccc24)C(=O)c2ccccc2-3)cc1	19.5	3.0	37.1	14.2	3.3	2.8	3.7	4.3	6.1
COc1ccccc1N1CCN(S(=O)(=O)c2ccc3c(c2)NC(=O)CS3)CC1	-1.1	-14.6	16.5	0.2	-1.8	-18.8	4.2	-14.3	3.0
COc1ccc(OCC(=O)Nc2cc(OC)cc(OC)c2)cc1	-2.6	2.2	12.5	-9.5	-4.3	-6.7	0.1	0.3	-5.1
COc1cc2cc(C(=O)N3CCOCC3)cc(-c3ccc(C)cc3)c2cc1OC	3.6	-14.8	19.4	3.6	0.2	-3.5	0.9	-16.6	6.9
COc1cc(/C=N/n2nnnc2N)cc(Cl)c1OC	0.8	3.7	7.6	7.3	-4.3	-10.8	1.3	-1.8	1.9
CCOC(=O)N1CCN(CCC(=O)Nc2ccccc2OC)CC1	19.7	-15.2	2.5	17.4	9.6	-15.5	-0.3	-7.6	0.1
COc1ccc(NC2CCCN(C(=O)CCN3Cc4ccccc4C3=O)C2)cc1 (stereo not drawn)	0.5	-4.6	-29.3	-8.9	-4.2	1.9	1.0	-19.1	6.2
COc1ccc(C(=O)NC(NC(=S)Nc2ccc(S(N)(=O)=O)cc2)C(Cl)(Cl)Cl)cc1 (stereo not drawn)	9.7	-5.9	-4.1	17.8	-0.7	-8.3	0.1	-9.3	13.4
COc1cccc(C(NC(C)=O)c2nc(-c3cccs3)cs2)c1 (stereo not drawn)	1.3	-4.8	-19.8	-9.2	-3.2	6.0	0.5	·	4.6
